Compound activity from PubChem.
HCV core dimer: inhibitors of HCV core protein dimerization, primary screen, biochemical, TR-FRET, high-throughput | TR-FRET GST/Flag-core106 dimerization, 1536-well | inhibition, % at 5 µM | AID 1899, 2009 | 300,000 compounds, 0.33% hits;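 active = inhibition above the mean of all tested compounds plus 3 SD, set per screening campaign, cut at about 45% in these data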
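assay system = GST-tagged and Flag-tagged HCV core protein residues 1-106 | controls = unlabelled core106 and no-GST-core106 wells | incubation = compound-protein-antibody incubation 4 h at 22.5 °C | probe or stimulus = Eu donor and XL665 acceptor anti-tag antibodies | read-out = % inhibition based on acceptor/donor emission ratio | signal = TR-FRET 671 and 617 nm emission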
procasp7 counter: procaspase-7 activators, primary screen, counter-screen for procaspase-3 activator project, biochemical, absorbance, HTS, human; Caspase-7 (Homo sapiens), P55210; recombinant procaspase-7, Ac-DEVD-pNA absorbance 405 nm; D23A/D198A/D206A triple mutant, cannot self-cleave; scale: DMSO 0, 5 µM enzyme 100; activation, % at 8.5 µM; 330,000 compounds, 0.093% hits; AID 463210, 2010;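 active = percent activation above the screen-wide mean plus 3 SD, cut at about 25% in these data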
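Assay system: Uncleavable procaspase-7 mutant enzyme / Input: 2 µM procaspase-7 mutant as dispensed / Dosing: single nominal 8.5 µM compound dose, 0.8% DMSO final / Timing: 1 h enzyme–compound preincubation and 2 h substrate reaction, both 25 °C / Detection: p-Nitroaniline absorbance at 405 nm, read at 0 and 120 min / Replication: singlicate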
proCasp3 act: activators of human procaspase-3 D3A mutant, primary screen, biochemical, absorbance, PC-3 D3A mutant, single concentration | recombinant procaspase-3 D3A, Ac-DEVD-pNA absorbance 405 nm | activation, % at 8.5 µM | 330,000 compounds, 0.11% hits | AID 463141, 2010;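 active = activation above the mean of all tested compounds plus 3 SD, cut at about 21% in these data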;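 also: 0% = DMSO alone and 100% = DMSO wells spiked with extra 5 µM PC-3 D3A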
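Test system: Procaspase-3 D3A mutant; medium: Zinc-free HEPES/NaCl buffer with 0.01% Triton X-100 at pH 7.4; reagent: DEVD-pNA substrate; doses: one concentration, 8.5 µM nominal, 0.8% DMSO; times: 1 h preincubation plus 2 h reaction at 25 °C; signal: Epi-absorbance at 405 nm of released p-nitroaniline, 0 and 120 min; replicates: singlicate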
PP5 primary: PP5 phosphatase inhibitors, primary screen, biochemical, fluorescence | Serine/threonine-protein phosphatase 5 (Homo sapiens), P53041 | inhibition, % at 6.7 µM | purified PP5c, OMFP substrate fluorescence | 320,000 compounds, 0.18% hits | AID 1987, 2009;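 active = inhibition above the campaign's mean inhibition across all tested compounds plus 3 SD, cut at about 9.5% in these data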;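 also: 0% = DMSO only and 100% = 100 µM cantharidin control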
Target sequence (P53041 whole entry, looked up): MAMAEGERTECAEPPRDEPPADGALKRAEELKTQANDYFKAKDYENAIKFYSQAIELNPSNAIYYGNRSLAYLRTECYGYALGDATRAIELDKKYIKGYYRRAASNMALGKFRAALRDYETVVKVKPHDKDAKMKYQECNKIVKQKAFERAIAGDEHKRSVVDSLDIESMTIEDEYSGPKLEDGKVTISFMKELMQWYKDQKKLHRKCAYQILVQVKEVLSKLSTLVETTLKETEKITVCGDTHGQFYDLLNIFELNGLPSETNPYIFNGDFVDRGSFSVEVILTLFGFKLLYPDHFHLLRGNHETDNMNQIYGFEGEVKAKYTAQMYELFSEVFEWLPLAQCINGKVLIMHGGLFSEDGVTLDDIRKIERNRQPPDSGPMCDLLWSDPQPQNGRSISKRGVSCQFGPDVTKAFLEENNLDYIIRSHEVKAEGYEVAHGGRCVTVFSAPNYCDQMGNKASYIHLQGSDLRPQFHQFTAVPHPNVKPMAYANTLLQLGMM
PP1 inh: PP1-alpha phosphatase inhibitors, primary screen, counter-screen for PP5 inhibitor project, biochemical, fluorescence, OMFP substrate, single point. AID 2235, 2010. Serine/threonine-protein phosphatase PP1-alpha catalytic subunit (Homo sapiens), P62136. inhibition, % at 6.7 µM. 320,000 compounds, 0.9% hits. purified PP1alpha;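 active = inhibition above the mean inhibition of all tested compounds plus 3 SD, computed separately for each screening campaign, cut at about 15% in these data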
Target sequence (P62136 whole entry, looked up): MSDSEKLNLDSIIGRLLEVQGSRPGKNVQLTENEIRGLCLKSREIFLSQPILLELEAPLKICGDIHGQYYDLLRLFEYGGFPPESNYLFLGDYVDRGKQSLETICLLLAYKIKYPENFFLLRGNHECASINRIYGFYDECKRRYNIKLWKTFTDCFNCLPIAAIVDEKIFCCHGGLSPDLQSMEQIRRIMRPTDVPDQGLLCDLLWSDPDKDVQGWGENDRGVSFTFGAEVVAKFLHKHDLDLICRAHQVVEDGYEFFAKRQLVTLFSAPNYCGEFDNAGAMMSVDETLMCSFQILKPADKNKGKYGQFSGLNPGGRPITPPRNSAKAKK
TPT1 inhibitor: Candida albicans TPT1 enzyme inhibitors, primary screen, biochemical, fluorescence polarization | recombinant caTPT1, FP RNA substrate dephosphorylation | inhibition, % at 5 µM | 300,000 compounds, 0.81% hits | AID 1962, 2009;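 active = inhibition above the mean of all tested compounds plus 3 SD, set per screening campaign, cut at about 24% in these data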;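 also: plate controls were DMSO alone for no effect and ferristatin control at 100 nM for full effect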
Fh CTSL1 inh: Fasciola hepatica cathepsin L1 inhibitors, primary screen, counter-screen for PFM18AAP inhibitor project, biochemical, QFRET, fluorogenic peptide substrate | AID 1906, 2009 | recombinant F. hepatica cathepsin L1, Z-Leu-Arg-MCA fluorescence | inhibition, % at 5.96 µM | 300,000 compounds, 0.49% hits;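 active = inhibition above the mean of all tested compounds plus 3 SD, set per screening campaign, cut at about 17% in these data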;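 also: 0% = plate median of test compound wells and 100% = 1 µM Z-Phe-Ala-diazomethylketone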
AHR activator: AHR activators, primary screen, cell-based, luminescence, luciferase reporter, human | AHR-responsive luciferase reporter cells | 320,000 compounds, 2.5% hits | AID 2796, 2010 | activation, % at 5 µM | Aryl hydrocarbon receptor (Homo sapiens), P35869; in the data active = activation above about 47%;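 also: 0% = vehicle wells and 100% = reference agonist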
PAFAH2 inh: PAFAH2 enzyme inhibitors, primary screen, biochemical, fluorescence polarization, human | Platelet-activating factor acetylhydrolase 2, cytoplasmic (Homo sapiens), Q99487 | 340,000 compounds, 0.99% hits | recombinant PAFAH2, FP-rhodamine activity probe | AID 492956, 2010 | inhibition, % at 3.39 µM;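 active = inhibition above the mean over all tested compounds plus 3 SD, cut at about 30% in these data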;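 also: inhibitors block probe labeling of enzyme so polarization drops; 0% = enzyme with DMSO and 100% = wells lacking PAFAH2 protein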
An asterisk follows results filed as active; nt = not tested or not shown. No enrichment for hits. Share with any hit: about 5.6%.

Sample of the layout (3 entries):
SMILES	HCV core dimer	procasp7 counter	proCasp3 act	PP5 primary	PP1 inh	TPT1 inhibitor	Fh CTSL1 inh	AHR activator	PAFAH2 inh
Cc1ccc(NC(=O)CSCC(=O)Nc2nnc(C)s2)cc1	2	1	7	-1.3	-2	-3	4	4	2
Cc1ccc(S(=O)(=O)N2CCC(C(=O)OC(C)C(=O)NC(N)=O)CC2)cc1C (stereo not given)	1	-2	0	0.1	-3	0	-4	1	4
CC(OC(=O)C1CC(=O)N(Cc2ccccc2)C1)C(=O)Nc1ccc(F)cc1Cl (stereo not given)	-5	10	-1	-1.1	-5	-1	-39	2	-1

This part in full, previewed entries included:
SMILES	HCV core dimer	procasp7 counter	proCasp3 act	PP5 primary	PP1 inh	TPT1 inhibitor	Fh CTSL1 inh	AHR activator	PAFAH2 inh
Cc1ccc(NC(=O)CSCC(=O)Nc2nnc(C)s2)cc1	2	1	7	-1.3	-2	-3	4	4	2
Cc1ccc(S(=O)(=O)N2CCC(C(=O)OC(C)C(=O)NC(N)=O)CC2)cc1C (stereo not given)	1	-2	0	0.1	-3	0	-4	1	4
CC(OC(=O)C1CC(=O)N(Cc2ccccc2)C1)C(=O)Nc1ccc(F)cc1Cl (stereo not given)	-5	10	-1	-1.1	-5	-1	-39	2	-1
COc1cc(/C=N\NC(=O)C2COc3ccccc3O2)cc(OC)c1O (stereo not given)	-9	9	3	-1.0	-3	-2	3	4	-6
O=C(CN1C(=O)C2CCCCC2C1=O)Nc1cccc(C(F)(F)F)c1 (stereo not given)	nt	-10	-3	nt	nt	nt	nt	8	5
COc1cc(/C=C(\C#N)c2nc3ccccc3[nH]2)cc(Br)c1OCc1ccccc1	35	-10	-13	2.9	13	4	6	26	-29
COc1ccc(S(=O)(=O)NCC(c2cccs2)N2CCc3ccccc3C2)cc1 (stereo not given)	7	8	5	1.5	3	2	0	2	0
COc1cccc(CN(C(=O)Cc2c[nH]c3ccccc23)C(C(=O)NC2CCCCC2)c2ccc(C)o2)c1 (stereo not given)	9	-6	0	3.6	11	2	4	6	2
CSc1nc2ccc(NS(=O)(=O)c3ccc4c(c3)OCCO4)cc2s1	5	-1	4	1.9	1	-1	5	-2	-1
CC(C)OP(=O)(OC(C)C)C(O)c1cccc([N+](=O)[O-])c1 (stereo not given)	0	4	1	-1.5	-1	3	-11	1	-5
CCOC(=O)c1c(NC(=O)Cn2cnc([N+](=O)[O-])n2)sc(C)c1C	5	-3	-1	-3.4	-2	1	0	3	-1
COc1ccc(Nc2cc(C)c3cc([N+](=O)[O-])ccc3n2)cc1	3	-17	-13	5.1	0	18	10	9	7
CCCc1cc(C(=O)NC2CCCC2)no1	1	15	-2	-0.1	0	-1	-1	9	-6
CC(C)OCCCNC(=O)NC12CC3CC(CC(C3)C1)C2	1	7	-8	-1.8	-1	-10	-2	1	2
Cc1noc(C)c1C(=O)NC(C)c1ccc2c(c1)OCO2 (stereo not given)	1	9	8	1.0	-2	0	1	2	-2
Cc1ccc(C(=O)Nc2ccc(N3CCN(C(=O)c4ccco4)CC3)cc2)cc1	3	-2	1	2.2	1	2	5	-2	7
O=C(COCc1cc(-c2ccc3c(c2)OCO3)on1)Nc1cccnc1Cl	-18	5	-4	1.0	-11	-4	8	2	-5
CCC(C)NCCOCCOc1ccc(Br)cc1C (stereo not given)	-13	6	2	-0.6	-1	0	-1	-2	0
CCN(c1ccccc1)S(=O)(=O)c1ccc(C(=O)Nc2ccncc2)cc1	-2	6	-2	1.0	-5	-2	-10	8	2
O=C(c1ccc2c(c1)OCO2)N1CCc2ccccc2C1	-9	11	-2	-0.9	-1	0	0	23	6

Single records, from the list above:
CCN(c1ccccc1)S(=O)(=O)c1ccc(C(=O)Nc2ccncc2)cc1 is listed with HCV core dimer = -2; procasp7 counter = 6; proCasp3 act = -2; PP5 primary = 1.0; PP1 inh = -5; TPT1 inhibitor = -2; Fh CTSL1 inh = -10; AHR activator = 8; PAFAH2 inh = 2
CCOC(=O)c1c(NC(=O)Cn2cnc([N+](=O)[O-])n2)sc(C)c1C is listed with HCV core dimer = 5; procasp7 counter = -3; proCasp3 act = -1; PP5 primary = -3.4; PP1 inh = -2; TPT1 inhibitor = 1; Fh CTSL1 inh = 0; AHR activator = 3; PAFAH2 inh = -1

Additional structures follow:
SMILES	HCV core dimer	procasp7 counter	proCasp3 act	PP5 primary	PP1 inh	TPT1 inhibitor	Fh CTSL1 inh	AHR activator	PAFAH2 inh
O=C(c1c(Cl)nc2sccn12)N1CCCc2ccccc21	2	5	8	1.5	-1	-1	2	11	-3
Cc1cccc(Oc2coc3cc(OC(=O)c4cccs4)ccc3c2=O)c1	9	4	-1	-0.8	5	2	-5	3	-6
CCC(C(=O)NC1CCCC1)N(C(=O)Cn1nnc(-c2cccs2)n1)c1cnc2ccccc2c1 (stereo not given)	8	2	11	1.7	-3	-1	-9	-5	-2
COc1ccccc1OCc1nnc(SCC(N)=O)n1-c1ccccc1	3	14	1	0.1	-1	-1	13	4	1
Cc1cc(N2C(=O)C3C4CCC(C4)C3C2=O)no1 (stereo not given)	0	2	-4	1.5	0	1	-2	-3	-1
Cc1ccc(OC(=O)c2cc3ccccc3o2)cc1	4	1	-2	1.2	1	-4	-2	5	1
CCOc1cc(CNCCO)c(Cl)cc1OCC(=O)NCCc1ccccc1	0	-4	4	-0.2	-5	2	3	3	10
Cc1ccc(Cl)cc1NC(=O)c1cc2ccccc2cc1O	-2	7	5	1.4	5	-2	6	-5	2
CC(=O)c1cnc2cc(-c3ccccc3)nn2c1C	7	-5	4	1.4	-3	-4	-8	8	-1
CC(C)CCN1CCN(Cc2ccc(C#CC(C)(C)O)s2)CC1CCO (stereo not given)	2	13	2	0.1	-1	3	-2	0	5
CCC(C)C(NC=C1C(=O)OC(C)(C)OC1=O)C(=O)O (stereo not given)	-2	8	-6	-2.0	-2	2	-3	-2	3
CCC(c1nnc(SCC(=O)Nc2ccc(Cl)cc2C(F)(F)F)n1C1CCCCC1)N(C)C (stereo not given)	1	0	3	1.4	4	4	5	-6	0
CCOC(=O)N1CCC(NC(=O)c2cccn3c(=O)c4cc(Br)ccc4nc23)CC1	2	0	2	0.0	-2	-3	-1	90*	4
CCN(C(=O)COC(=O)c1ccc(N2C(=O)c3ccccc3C2=O)cc1)C1CCS(=O)(=O)C1 (stereo not given)	1	-1	0	-0.5	-2	-10	1	0	2
Cc1ccc(NC(=O)c2ccc3ccccc3n2)cc1S(=O)(=O)N1CCOCC1	7	2	-6	1.8	-2	2	0	4	9
CN(CC(=O)Nc1ccc(Cl)c(Cl)c1)C(=O)CNC(=O)Cc1ccccc1	nt	1	-7	3.3	-5	nt	nt	0	-3
Cc1cccc(-c2cc3nc4c(c(NCc5ccco5)n3n2)CCCC4)c1	8	1	1	3.5	11	-3	-1	0	1
COc1cc(-c2nc3ccccc3c(=O)n2N)cc(OC)c1OC	-5	-1	-3	0.1	1	0	-3	16	0
CCC(=O)N1CCN=C1SCc1ccccc1	-1	0	12	2.1	-5	-2	3	-2	-1
CCc1c(C(=O)N/N=C/c2ccsc2)csc1C	-4	4	1	0.1	-8	0	-1	5	7
COc1cccc(N2CCN(C(=O)c3ccc(=O)oc3)CC2C)c1 (stereo not given)	2	-5	3	-3.0	-4	1	3	-1	9
Cc1ccccc1N(CC(=O)NC1CCCCC1)C(=O)CNC(=O)c1cccs1	-14	6	2	2.5	2	0	-1	1	-10
Cc1cc(C)n(-c2ccc(C(=O)OCC(=O)c3c(N)n(C)c(=O)n(C)c3=O)cc2)n1	8	6	5	3.2	-3	0	0	5	-3
COc1ccc(/C=N/NC(=O)COc2cc(C)cc(C)c2)cc1COC(C)=O	-3	11	-3	0.6	-3	-1	-5	2	7
Cc1cc(-c2c(C)[nH]n(-c3ccc(Cl)cc3)c2=O)n[nH]1	-29	1	11	-1.0	-1	-2	2	21	18
O=C(c1ccccc1Cl)N1CCC(c2nc3c(nnn3Cc3ccco3)c(=O)[nH]2)CC1	12	0	0	-2.2	-1	0	1	-3	21
COc1cc(/C=C(\C#N)C(=O)NCc2cccs2)ccc1O	-6	3	-12	-1.0	5	11	2	0	2
COc1ccc(CNC(=O)C2CCCN2S(=O)(=O)c2ccccc2)cc1 (stereo not given)	-6	9	0	-2.5	-7	1	1	2	-4
Cc1ccc(C(=O)N2CC(C(=O)O)C2)cc1	-1	-2	6	1.2	-3	-14	0	-1	nt
CC(=O)C1=NN(c2ccccc2)C(c2cccs2)N1c1ccccc1 (stereo not given)	5	-43	-39	2.5	0	17	0	2	nt
Cc1ccc(CSc2cc(C)[nH]c(=O)n2)cc1	53*	6	-4	0.3	-2	14	-3	2	6
COc1cccc(/C=C2\Sc3ccc(C(=O)NCC4CCCO4)cc3N(C)C2=O)c1 (stereo not given)	5	-8	-7	0.2	2	0	-16	4	-7
CCN(CC)S(=O)(=O)c1ccc(C(=O)Nc2cccc(C)c2)cc1	0	-1	3	3.1	0	-2	-7	6	5
